From PubChem BioAssay
hIAP block: blocks human intestinal alkaline phosphatase. inhibition, % at 10 µM. purified IAP, CDP-Star luminescence, 30 min. P09923. 0.12% of 330,000 active;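 active = inhibition reaching a set limit with compound at 10 µM in the primary screen, cut at about 35% in these data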;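 also: plate controls were DMSO wells with enzyme for no effect and no-enzyme buffer wells for full effect; values of inactives mirror those of a sister screen read the other way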
Target sequence (P09923 whole entry, looked up): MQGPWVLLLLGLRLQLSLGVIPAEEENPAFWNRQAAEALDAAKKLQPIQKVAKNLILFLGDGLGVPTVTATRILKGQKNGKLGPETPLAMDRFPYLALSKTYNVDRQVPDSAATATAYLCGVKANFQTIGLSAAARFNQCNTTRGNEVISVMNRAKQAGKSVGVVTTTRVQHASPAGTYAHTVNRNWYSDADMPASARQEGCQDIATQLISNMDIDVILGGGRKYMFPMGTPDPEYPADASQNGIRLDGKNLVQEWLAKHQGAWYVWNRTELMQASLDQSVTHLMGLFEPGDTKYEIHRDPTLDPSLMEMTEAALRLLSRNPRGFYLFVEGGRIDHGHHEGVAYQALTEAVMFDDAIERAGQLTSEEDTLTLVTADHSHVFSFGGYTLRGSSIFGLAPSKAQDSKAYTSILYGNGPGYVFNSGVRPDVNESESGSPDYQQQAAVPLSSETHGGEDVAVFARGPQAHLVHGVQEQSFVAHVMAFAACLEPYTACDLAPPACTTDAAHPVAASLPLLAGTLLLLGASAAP
MIN6 prolif: induces beta-cell replication in MIN6 cells; MIN6 cells proliferation, ATPlite luminescence, 48 h; cells starved in 0.2% serum; 100% = growth in 10% serum; proliferation, % at 10 µM; 0.29% of 330,000 active;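 active = compounds whose signal lies at least 3.5 SD above the mean of all wells on their plate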;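 also: 0% = DMSO-treated cells in low-serum medium and 100% = 10% serum control; some compounds called inactive have numbers as strong as hits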
mIAP act: mouse IAP activation | muIAP, CDP-Star luminescence, 30 min; hits give high values; 1 = vehicle-only enzyme signal, 0 = enzyme-free wells | activation factor at 10 µM | 0.24% of 330,000 active;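 active = activation factor of at least 2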; also: the source names both 10 and 20 µM as test concentration; values of inactives mirror those of a sister screen read the other way
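Assay system: mouse IAP enzyme; Reagent: CDP-Star chemiluminescent phosphatase substrate; Compound: DMSO-dissolved test compounds; Incubation: 30 min, room temperature; Technique: luminescence from enzymatic CDP-Star hydrolysis; Controls: DMSO-only wells and no-enzyme negative control.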
MPTP block: blocks calcium-induced mitochondrial swelling; isolated mouse mitochondria, Ca2+ swelling absorbance, 30 min; inhibition, % at 10 µM; 1.4% of 360,000 active;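 active = inhibition of 50% or more, scaled per plate between neutral and stimulator controls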;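 also: 0% = DMSO wells given calcium and 100% = 1 mM EGTA wells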
mIAP inh: mouse IAP inhibition. purified mouse IAP, CDP-Star luminescence, 30 min. inhibition, % at 10 µM. 0.2% of 330,000 active. AID 2806;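 active = inhibition of at least 40% at 10 µM in the primary screen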;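 also: plate controls were DMSO with enzyme for no effect and no enzyme wells for full effect; values of inactives mirror those of a sister screen read the other way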
A3A deaminase: blocks human APOBEC3A ssDNA deamination; P31941; AID 493011; recombinant A3A, FAM/TAMRA ssDNA deamination fluorescence; 0.41% of 330,000 active; inhibition, % at 20 µM;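 active = at least 40% inhibition at 20 µM here, with at most 30% in a related deaminase screen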;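 also: plate controls were A3A with DMSO for no effect and wells lacking A3A enzyme for full effect; some results filed as inactive read as strong as hits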
Target sequence (P31941 whole entry, looked up): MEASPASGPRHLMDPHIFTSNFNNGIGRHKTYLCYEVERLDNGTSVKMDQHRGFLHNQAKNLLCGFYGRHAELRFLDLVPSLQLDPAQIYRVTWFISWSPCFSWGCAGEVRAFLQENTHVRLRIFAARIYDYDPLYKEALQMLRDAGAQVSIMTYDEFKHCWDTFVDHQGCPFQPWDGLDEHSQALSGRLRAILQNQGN
hIAP activ: human IAP activation; 0.16% of 330,000 active; activation factor at 10 µM; AID 2524; P09923; purified human IAP, CDP-Star luminescence, 30 min; hits give high values; 1 = vehicle-only enzyme, 0 = enzyme-free background;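 active = activation factor of the enzyme at least 2-fold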; also: the source names both 10 and 20 µM as test concentration; values of inactives mirror those of a sister screen read the other way
APOBEC3G inh: inhibitors of human APOBEC3G DNA deaminase | Q9HC16 | recombinant A3G, ssDNA deamination FAM/TAMRA fluorescence | inhibition, % at 20 µM | 0.28% of 330,000 active | AID 493012;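 active = inhibition of at least 40% at 20 µM, with no more than 30% in the related APOBEC3A deaminase screen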;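 also: plate controls were DMSO wells with A3G for no effect and wells lacking A3G enzyme for full effect; some compounds called inactive have numbers as strong as hits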
NR3A LBD binder: NR3A (human) ligand-binding domain modulation; NR3A LBD differential scanning fluorimetry, Tm shift; 0% = protein alone, 100% = glycine-bound protein; Tm shift relative to glycine control, % at 25 µM; 2.5% of 340,000 active; AID 1259313;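 active = melting temperature shift of at least 10% of the positive control shift, at one fixed dose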
* hit, by the source's call.

item	structure	MPTP block	hIAP block	APOBEC3G inh	hIAP activ	MIN6 prolif	A3A deaminase	NR3A LBD binder	mIAP inh	mIAP act
1	CC(=O)c1c(C)[nH]c(C(=O)CN2C(=O)NC3(CCCCC3)C2=O)c1C	0.2	1	-6	0.99	0	-1	1	-1	1
2	COc1ccc(CN2C(=O)c3cccnc3C2=O)cc1S(=O)(=O)NCc1ccc(C)o1	-1.4	8	-6	0.92	4	-4	0	-1	1
3	CN1CCN(C(=O)C2CCN(c3ncnc4c3nc3n4CCCCC3)CC2)CC1	2.0	-27	-6	1.3	-4	-4	4	-2	1
4	CCOc1ccccc1C(=O)Nc1nnc(Cc2ccc(OC)c(OC)c2)s1	0.9	-3	-3	1	-4	-2	0	3	0.97
5	CCCCOc1ccc(/C=N/NC(=O)c2nnn(-c3nonc3N)c2C)cc1	2.0	11	-4	0.89	0	-3	6	12	0.88
6	CCCCN1C(=O)C(=O)N(CC(=O)N2N=C3/C(=C/c4ccco4)CCCC3C2c2ccco2)C1=O (centres undefined)	-0.5	-5	-3	1.1	-5	3	-2	3	0.97
7	O=C(Nc1ccccc1C(=O)Nc1ccc(Cl)cc1)c1cccnc1	0.4	12	-5	0.88	-1	-3	1	6	0.94
8	COc1cccc(CC(=O)Nc2cc(S(=O)(=O)N3CCOCC3)ccc2N2CCOCC2)c1	0.0	6	-6	0.94	-3	0	0	6	0.94

The list continues.
item	structure	MPTP block	hIAP block	APOBEC3G inh	hIAP activ	MIN6 prolif	A3A deaminase	NR3A LBD binder	mIAP inh	mIAP act
9	CC(=O)NC(NC(=S)Nc1ccc(C)cc1C)C(Cl)(Cl)Cl (centres undefined)	2.6	1	-9	0.99	-3	-3	0	-14	1.1
10	Cc1ccc(NC(=O)CCNC(=O)Cn2ccc3ccccc3c2=O)cc1F	-1.8	3	-12	0.97	-4	-4	-2	2	0.97
11	CSc1nc(N)nc(SCCS(=O)(=O)c2ccc(Cl)cc2)c1C#N	11	8	-7	0.92	-4	-4	5	7	0.93
12	Cc1sc2ncnc(N3CCN(S(=O)(=O)c4ccc(Br)cc4)CC3)c2c1C	93*	0	-3	1	-7	-4	-2	-2	1
13	C#CC(=O)CCC1CCCN1C(=O)OC(C)(C)C (centres undefined)	-1.6	-1	-10	1	-6	-3	3	11	0.89
14	CC(C)(C)c1ccc(NC(=O)CNC2CCCc3ccccc32)cc1 (centres undefined)	2.4	-25	-3	1.3	-6	-2	-4	-1	1
15	COc1ccc(S(=O)(=O)N2CCCC(C(=O)N3CCN(c4ccccc4)CC3)C2)cc1Cl (centres undefined)	3.0	-3	0	1	-1	1	2	4	0.96
16	O=C(c1ccc(Cl)cc1)N1CCCCC(Sc2nnc(-c3ccc4c(c3)OCO4)o2)C1=O (centres undefined)	-0.9	-1	0	1	-5	0	0	12	0.88

The list continues.
item	structure	MPTP block	hIAP block	APOBEC3G inh	hIAP activ	MIN6 prolif	A3A deaminase	NR3A LBD binder	mIAP inh	mIAP act
17	CC(=O)NC(Cc1ccccc1)C(=O)NC1CCN(C(=O)NCc2ccccc2)CC1 (centres undefined)	-0.2	5	-9	0.95	-2	-3	0	-2	1
18	O=C(N/N=C/c1cccnc1)c1cc2c(ccc3ccccc32)o1	0.7	-2	5	1	-3	2	-4	3	0.97
19	CCC[C@@H](CN1CCC[C@H]1CN1C(N)=NC[C@@H]1Cc1ccccc1)N1C[C@@H]([C@H](C)CC)N(CCc2ccc(Cl)c(Cl)c2)C1=N	1.6	-4	-6	1	-4	0	-3	-41	1.4
20	Cc1cc(NS(=O)(=O)c2ccc(NC(=O)c3ccccc3F)cc2)no1	0.6	-8	-8	1.1	-2	-7	-2	-3	1
21	CCCN(CC(=O)Nc1cc(Cl)ccc1Cl)C(=O)c1ccccn1	-0.6	-19	-6	1.2	2	0	3	-5	1
22	Cn1cc(C(=O)c2cccc(Cl)c2Cl)cc1C#N	-0.8	-3	-7	1	-1	-2	-1	0	1
23	Cc1ccc(OCC(=O)OCC(=O)NC2CCCC2)cc1C	-1.4	-2	-2	1	-2	-2	0	-18	1.2
24	O=C(Nc1ccc(Cl)cc1)c1ccc(OCC2CCCO2)cc1 (centres undefined)	-0.5	-3	-5	1	-1	0	-19	1	0.99

Quoted at random: two entries already listed, in no set order.
item	structure	MPTP block	hIAP block	APOBEC3G inh	hIAP activ	MIN6 prolif	A3A deaminase	NR3A LBD binder	mIAP inh	mIAP act
24	O=C(Nc1ccc(Cl)cc1)c1ccc(OCC2CCCO2)cc1 (centres undefined)	-0.5	-3	-5	1	-1	0	-19	1	0.99
22	Cn1cc(C(=O)c2cccc(Cl)c2Cl)cc1C#N	-0.8	-3	-7	1	-1	-2	-1	0	1

More records.
item	structure	MPTP block	hIAP block	APOBEC3G inh	hIAP activ	MIN6 prolif	A3A deaminase	NR3A LBD binder	mIAP inh	mIAP act
25	CC1CC(=O)Nc2ccccc2N1C(=O)Cn1cnc2ccc(Br)cc2c1=O (centres undefined)	0.6	-3	1	1	-1	4	-1	1	0.99
26	CCc1cc2c(=O)c(-c3nc(C)cs3)coc2cc1O	16	9	-1	0.91	-1	2	0	6	0.94
27	CC(C)(C)c1cc(/C=N/O)cc(C(C)(C)C)c1O	3.2	7	-8	0.93	0.0*	-1	-1	3	0.97
28	CC(C)C(=O)Nc1c(-c2ccc(Cl)cc2)c(=O)c2ccccc2n1C	-1.5	-2	-11	1	-4	-2	-2	2	0.97
29	COc1ccc(C(CNC(=O)c2ccco2)N2CCCCC2)cc1 (centres undefined)	-1.2	2	-2	0.98	2	1	0	2	0.98
30	Cc1ccc(S(=O)(=O)N2CCCC2C(=O)NCc2ccncc2)cc1 (centres undefined)	0.3	-33	-9	1.3	-1	-5	-2	2	0.98
31	CCOC(=O)Cc1cc(=O)c2c(=O)n(-c3ccccc3)[nH]c2[nH]1	-3.9	3	2	0.97	-3	3	-5	1	0.99
32	CCOC(=O)c1ccc(NC(=O)Cn2ncc(Cl)c(Cl)c2=O)cc1	1.0	-4	9	1	-6	4	2	6	0.94

New compounds follow
item	structure	MPTP block	hIAP block	APOBEC3G inh	hIAP activ	MIN6 prolif	A3A deaminase	NR3A LBD binder	mIAP inh	mIAP act
33	CO/N=C/c1ccc(Oc2ccc(C)cc2)nc1	-0.2	-3	-2	1	2	-1	8	2	0.98
34	COc1ccc(/C=C/C(=O)c2nc3ccccc3n2CC(=O)c2ccc(OC)cc2)cc1	-0.3	-8	-7	1.1	0	-4	-3	6	0.94
35	COC(=O)c1c[nH]n2c(=O)c(Cl)c(C)nc12	0.3	0	-6	1	-1	-5	2	2	0.98
36	Cc1nc2c(ncn2-c2ccccc2)c(=O)n1NC(=O)CN1CCOCC1	0.4	3	-4	0.97	-1	-4	-2	-5	1.1
37	Cc1sc2ncn(CC(=O)N3CCOCC3)c(=O)c2c1-c1ccccc1	-0.3	-20	3	1.2	0	-8	-2	-18	1.2
38	CSc1nc(Cl)cc(=O)[nH]1	-0.9	3	-4	0.97	-5	-2	8	9	0.91
39	O=C(NC(c1ccccc1)C(Cl)(Cl)Cl)c1ccccc1 (centres undefined)	0.2	-18	1	1.2	0	1	-2	-3	1
40	COc1cnc(-c2ccccn2)nc1N(C)C	-2.4	-14	-5	1.1	-2	-5	0	2	0.98

The listing continues:
item	structure	MPTP block	hIAP block	APOBEC3G inh	hIAP activ	MIN6 prolif	A3A deaminase	NR3A LBD binder	mIAP inh	mIAP act
41	CCCCc1noc2c1/C(=N\O)CC(c1ccccc1)C2 (centres undefined)	0.9	-66	-5	1.7	-1	-5	-7	-6	1.1
42	C=CC(=O)Nc1ccc(CN2C(=O)N(c3c(Cl)c(OC)cc(OC)c3Cl)Cc3cnc(NCCCCN(CC)CC)nc32)cc1	-2.1	13	-5	0.87	-6	1	0	-3	1
43	CC(C)CNC(=O)c1cccc(NC(=O)CSc2ccc(Cl)cc2)c1	8.6	-2	-6	1	0	5	-6	-6	1.1
44	CCCCOP(=O)(OCCCC)C(Nc1ccc(C(=O)OCC)cc1)c1ccncc1 (centres undefined)	0.1	-7	-8	1.1	-4	0	-1	1	0.99
45	Cc1sc(NC(=O)CN2CCOCC2)nc1-c1ccc2c(c1)CCN2S(=O)(=O)c1ccccc1	21	-13	-3	1.1	-4	0	-3	12	0.88
46	Cc1ccc(NC(=O)c2cccc(OCc3c(C)noc3C)c2)c(C)c1	0.6	11	-1	0.89	-2	1	0	4	0.96
47	CCOC(=O)C(C)Sc1nnc(NC(=O)c2ccc3c(c2)OCO3)s1 (centres undefined)	-1.2	13	-3	0.87	-2	2	2	7	0.93
48	C/C(=N/NC(=O)CNC(=O)c1ccccn1)c1cccc([N+](=O)[O-])c1	-1.5	-2	-3	1	1	1	1	12	0.88

Remaining list, next part.
item	structure	MPTP block	hIAP block	APOBEC3G inh	hIAP activ	MIN6 prolif	A3A deaminase	NR3A LBD binder	mIAP inh	mIAP act
49	COc1cccc(C#Cc2c(C=O)n(C)c3ccccc23)c1	2.2	9	-10	0.91	-7	-4	-2	4	0.96
50	O=C(NCc1ccncc1)C1CCN(S(=O)(=O)c2ccccc2)CC1	0.1	-3	-7	1	-2	-2	0	2	0.98
51	O=S(=O)(/N=C(/Nc1ccccc1)c1ccccc1)c1cccs1	1.1	-21	-5	1.2	1	-3	-1	-7	1.1
52	N#Cc1nc(Cc2cccc3ccccc23)oc1NCCCN1CCOCC1	1.2	3	2	0.97	0	0	1	-2	1
53	COc1cccc(CN(C)C(=O)c2ccc3nccnc3c2)c1	-0.6	17	0	0.83	-1	1	-1	5	0.95
54	COc1ccc(C(=O)Nc2ccc(C(=O)Nc3cccnc3)cc2)cc1	0.2	10	-9	0.9	-3	1	-7	-3	1

5 structures already listed, arranged by number of heavy atoms, rising:
item	structure	MPTP block	hIAP block	APOBEC3G inh	hIAP activ	MIN6 prolif	A3A deaminase	NR3A LBD binder	mIAP inh	mIAP act
49	COc1cccc(C#Cc2c(C=O)n(C)c3ccccc23)c1	2.2	9	-10	0.91	-7	-4	-2	4	0.96
53	COc1cccc(CN(C)C(=O)c2ccc3nccnc3c2)c1	-0.6	17	0	0.83	-1	1	-1	5	0.95
47	CCOC(=O)C(C)Sc1nnc(NC(=O)c2ccc3c(c2)OCO3)s1 (centres undefined)	-1.2	13	-3	0.87	-2	2	2	7	0.93
54	COc1ccc(C(=O)Nc2ccc(C(=O)Nc3cccnc3)cc2)cc1	0.2	10	-9	0.9	-3	1	-7	-3	1
52	N#Cc1nc(Cc2cccc3ccccc23)oc1NCCCN1CCOCC1	1.2	3	2	0.97	0	0	1	-2	1
